# Screening data from PubChem BioAssay.
# APJ antagonist = blocks the human apelin receptor APJ; P35414; CHO-K1 APJ beta-arrestin complementation, luminescence; inhibition, % at 20 µM; hit rate 0.32% among 330,000; AID 2521;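 active means inhibition above about 40% at 20 µM, limit read from the data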;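 further: cells challenged with 10 nM apelin-13 agonist together with compound; plate controls were apelin-13 plus DMSO wells for no effect and DMSO wells lacking apelin-13 for full effect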
# CCR6 antag = blocks CCL20-driven beta-arrestin recruitment at human CCR6; P51684; CHO-K1 CCR6 PathHunter beta-arrestin, luminescence, CCL20-stimulated; inhibition, % at 20 µM; hit rate 0.49% among 340,000; AID 493098;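 active means compounds whose inhibition of the agonist-driven luminescence signal at 20 µM reaches about 50%, limit read from the data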;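 further: cells stimulated with CCL20 at 14 nM final; plate controls were DMSO with CCL20 for no effect and DMSO without agonist for full effect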
# Target sequence (P51684 whole entry, looked up): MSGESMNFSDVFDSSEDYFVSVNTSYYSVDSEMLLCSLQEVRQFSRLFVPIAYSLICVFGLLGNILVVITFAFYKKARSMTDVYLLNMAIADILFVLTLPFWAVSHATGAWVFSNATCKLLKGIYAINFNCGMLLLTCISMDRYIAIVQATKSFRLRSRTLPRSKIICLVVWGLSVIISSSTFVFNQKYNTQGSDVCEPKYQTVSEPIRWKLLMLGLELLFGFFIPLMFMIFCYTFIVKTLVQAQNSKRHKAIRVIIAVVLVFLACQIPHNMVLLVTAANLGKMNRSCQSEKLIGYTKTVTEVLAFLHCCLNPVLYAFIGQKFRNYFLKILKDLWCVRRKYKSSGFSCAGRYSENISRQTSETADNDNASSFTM
# Jurkat NFkB inh = lowers PMA/ionomycin-induced NF-kB signal in Jurkat cells | PMA/ionomycin-induced NF-kB luciferase reporter, luminescence | inhibition, % at 4 µM | hit rate 0.53% among 330,000 | AID 435003; in the data active means inhibition above about 50%
# Gli-Sufu block = antagonists of Gli-Sufu signaling. Sufu-KO-LIGHT fibroblasts, Gli luciferase reporter luminescence. inhibition, % at 5 µM. hit rate 0.74% among 340,000. AID 588413;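 active means inhibition above about 55%, limit read from the data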;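 further: 0% = DMSO-treated cells and 100% = wells with medium but no cells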
# EBI2 block = EBI2 (human) antagonism | EBI2 beta-arrestin recruitment, luminescence, 7a,25-OHC stimulated | inhibition, % at 5 µM | AID 651636 | P32249 | hit rate 0.81% among 360,000; in the data active means inhibition above about 38%;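 further: enzyme fragment complementation signal reports receptor beta-arrestin coupling in cells; 0% = agonist plus DMSO wells and 100% = wells without agonist; some results beyond the cut were filed as inactive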
# 697 NFkB inh = inhibitors of the PMA/ionomycin-induced NF-kB reporter in 697 B cells; hit rate 0.33% among 330,000; inhibition, % at 4 µM; 697 B-cell NF-kB luciferase reporter, 16 h; in the data active means inhibition above about 35%
# CXCR6 block = CXCR6 (human) receptor inhibition | O00574 | CHO-K1 PathHunter CXCR6 beta-arrestin, luminescence | inhibition, % at 20 µM | hit rate 0.36% among 360,000 | AID 602244; in the data active means inhibition above about 34%, passing the limit was not always enough;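 further: antagonist mode with CXCL16 agonist at 10 nM final; 0% = 10 nM CXCL16 with DMSO and 100% = unstimulated wells without agonist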
# Target sequence (O00574 whole entry, looked up): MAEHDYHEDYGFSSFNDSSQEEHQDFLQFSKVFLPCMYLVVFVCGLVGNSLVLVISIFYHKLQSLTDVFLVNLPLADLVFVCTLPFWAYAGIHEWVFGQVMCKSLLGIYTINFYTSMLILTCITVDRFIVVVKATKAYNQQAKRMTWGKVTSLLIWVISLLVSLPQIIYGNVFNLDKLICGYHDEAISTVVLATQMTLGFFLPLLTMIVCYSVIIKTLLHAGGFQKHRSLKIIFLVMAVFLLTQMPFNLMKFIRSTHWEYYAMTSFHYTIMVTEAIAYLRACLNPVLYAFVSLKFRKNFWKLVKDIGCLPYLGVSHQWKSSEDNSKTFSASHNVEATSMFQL
# UBC13 polyUb = human UBC13 polyubiquitination inhibition; P61088; UBC13 polyubiquitin chain formation, TR-FRET; inhibition, % at 20 µM; hit rate 0.47% among 330,000; in the data active means inhibition above about 45%, passing the limit was not always enough
# Target sequence (P61088 whole entry, looked up): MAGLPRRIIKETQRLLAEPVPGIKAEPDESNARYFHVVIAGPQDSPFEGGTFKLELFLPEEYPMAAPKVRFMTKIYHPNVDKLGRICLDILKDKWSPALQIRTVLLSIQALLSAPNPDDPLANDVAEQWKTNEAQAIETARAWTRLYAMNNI
# An asterisk follows results filed as active; . = not tested or not shown; & = joins results of further samples. Random draw from the library; overall some 3% were active at least once.
SMILES,APJ antagonist,CCR6 antag,Jurkat NFkB inh,Gli-Sufu block,EBI2 block,697 NFkB inh,CXCR6 block,UBC13 polyUb
CCc1ccc(CN(C)C(=O)C2=CC=CN3CCS(=O)(=O)N=C23)cc1,10.1,2.4,3.7,-7.3,-0.7,-19.6,2.4,0.1
CC(C)CC1Nc2ncnc(N3CCN(c4ccccc4)CC3)c2N(Cc2ccccc2)C1=O (stereo unspecified),-4.6,10.1,-2.7,8.6,1.1&2.2,4.7,15.5&10.9,-2.2
CN1C(C(=O)NCc2ccc(OC(F)(F)F)cc2)CC2Cn3c(nc4cc5ccccc5cc43)C21 (stereo unspecified),-18.0,-2.9,5.7,1.4,4.5,-5.3,-12.4,16.4
COc1ccc(C2(C)NC(=O)N(CC(=O)N(c3ccccc3)C3CCS(=O)(=O)C3)C2=O)cc1 (stereo unspecified),7.8,1.9,0.8,3.9,-8.8,0.6,3.2,-9.8
Cc1ccc(C23CC4CC(CC(C(=O)OCC(=O)N(C)C)(C4)C2)C3)cc1,-10.6,9.4,-30.4,4.9,-1.9,-22.4,-6.1,0.7
CCOC(=O)c1ccc(-c2ccc3oc(-c4ccsc4)cc(=O)c3c2)cc1F,-2.4,-4.3,-4.7,17.6,0.3,1.0,-1.3,24.6
Cc1ccc(CNC(=O)C2CCC(CNc3nc(=S)[nH]c4ccccc34)CC2)cc1 (stereo unspecified),2.0,13.2,6.8,-5.6,25.6,-1.5,-2.4,6.8
COc1ccc(NC(=O)CN(c2ccc(OC)cc2)S(=O)(=O)c2ccc(OC)c(OC)c2)cc1,5.3,10.8,-0.9,3.8,-6.8,15.9,7.7,0.7
COC(=O)CSc1nc(C2CC2)cc(C(F)(F)F)c1C#N,-2.0,9.4,5.6,-6.6,5.8,-9.1,12.4,11.0
Cn1cnc2c1c(=O)n(Cc1cccc(Cl)c1)c(=O)n2C,-15.7,10.2,-2.0,-5.0,-0.3,0.7,1.2,11.0
COC(=O)Nc1ccc(S(=O)(=O)Nc2cccc3ccccc23)cc1,9.9,-5.7,8.2,10.0,-10.7,-26.8,-5.8,8.0
CC(c1c(O)c2ccccc2[nH]c1=O)C1(C)CCC(O)C(C)(C)O1 (stereo unspecified),2.8,3.4,6.9,5.2,-0.8,-11.7,-2.6,5.5
CCCCOc1ccc(-c2csc(N)n2)cc1[N+](=O)[O-],10.4,4.6,-166.6,-7.8,-22.1,-85.7,-6.0,-4.4
O=C(c1ccc(F)cc1F)C1CCN(c2ccc([N+](=O)[O-])cn2)CC1,4.1,17.1,85.6*,3.7,-3.7,-44.1,1.4,5.3
COc1ccc(CN(CC(=O)NCc2ccccc2)C(=O)CCC(=O)Nc2ccccn2)cc1,10.9,-0.3,-15.1,-0.2,-11.3,-0.2,-1.2,-8.5
Cc1cccc2c(=O)c(C(=O)N3CCCCCC3)c[nH]c12,6.5,9.4,1.4,.,-1.2,6.7,-0.2,0.1
COC(=O)c1ccccc1NC(=O)N1CSC[C@H]1C(=O)OC,-8.0,-2.2,-13.4,1.5,0.2,-4.5,0.2,-10.2
CN(CC1CCCN(CCc2ccc(Cl)cc2)C1)C(=O)c1ccc2nc[nH]c2c1 (stereo unspecified),13.1,0.5,18.4,20.9,-8.5,-0.6,12.1,1.1
O=C(c1ccccc1Cl)N1CCn2c1nc1ccccc12,15.3,13.1,0.5,-2.9,-5.6,6.6,-8.3,7.8
CCOCCOC(=O)c1ccc(NC(=O)c2cc3ccccc3o2)cc1,.,3.4,.,-24.9,18.1,.,24.7,.
CCCN1CCC(=O)N([C@H](CSc2ccc(OC)cc2)Cc2ccccc2)CC1,-1.1,8.0,12.7,52.5,-1.5,11.1,3.5,24.7
N#C/C(C(=O)N1CCOCC1)=C1/SC(Cc2ccccc2)C(=O)N1c1ccccc1 (stereo unspecified),-6.5,1.6,8.5,14.8,-12.2,6.9,0.9,-0.5
CCC(C)[C@H](NC(=O)N1CC(=O)Nc2ccccc21)C(=O)NC(C)CCc1ccccc1 (stereo partly specified),-20.8,-1.2,-3.9,-13.2,-4.5,-1.3,3.5,7.6
CC1CCCN(CC(=O)Nc2ccc(S(=O)(=O)NC3CCCCC3)cc2)C1 (stereo unspecified),0.3,8.3,2.2,11.4,1.1,-30.2,-7.7,1.7
CCOCCCNc1nc2c(C)cccn2c(=O)c1/C=C1\SC(=S)N(CC(C)C)C1=O,-1.2,21.7,0.5,-0.9,4.8,21.2,0.5,-21.2
# (listing goes on)
SMILES,APJ antagonist,CCR6 antag,Jurkat NFkB inh,Gli-Sufu block,EBI2 block,697 NFkB inh,CXCR6 block,UBC13 polyUb
Cc1cccc(C)c1NC(=S)N(CCCN1CCOCC1)Cc1cccnc1,-0.8,-4.9,-6.7,-3.4,12.4,1.5,-8.1,1.9
Cc1cc(N(C)N)nc(NC(=O)NS(=O)(=O)c2ccccc2Cl)n1,2.6,7.0,15.7,-5.2,-9.5,10.1,-3.5,-13.8
O=C(CN1C(=O)COc2ccccc21)NCCCN1CCN(c2ccccc2F)CC1,-5.5,5.9,1.2,5.0,-4.2,-28.2,-0.8,-3.5
Cc1ccc(/C([O-])=C(/C(=S)NCCN2CCOCC2)[n+]2ccccc2)cc1[N+](=O)[O-],-21.6,-10.5,2.4,-40.4,-6.9,0.6,-1.3,-6.0
C/C(=N\Nc1nccnc1Cl)c1ccc(Cl)c(Cl)c1,10.5,10.4,-19.5,-35.0,17.5,-0.6,-2.5,4.1
COc1cccc(CN(C)CCCn2ccc(NC(=O)OCc3ccccc3)nc2=O)c1,.,8.0,.,7.3,-4.4,.,3.3,.
Cc1n[nH]c(C)c1S(=O)(=O)N1CCOCC1,13.6,-17.1,6.8,-8.4,-8.4,12.5,-6.8,-1.1
CCCCOc1ccc(OCCCN2CCOCC2)cc1,13.6,5.8,-7.9,13.2,-2.0,-3.7,8.3,7.8
CCOC(=O)Cn1c(=O)oc2cc(S(=O)(=O)N3CCN(c4ccccn4)CC3)ccc21,-16.6,13.5,6.2,1.4,-13.5,10.0,0.5,0.7
O=S1(=O)c2ccc(Br)cc2N2CCC[C@H]2CN1Cc1ccccc1,.,20.6,.,-9.9,13.5,-44.1,5.4,.
CC(=O)c1c(C)[nH]c(C(=O)NCc2cccs2)c1C,-1.4,-8.8,-9.5,-8.7,4.9,7.2,-2.1,6.5
CCN(CC)C(=O)Oc1ccc(Cl)c2cccnc12,-3.8,9.8,9.6,-3.3,-3.1,22.1,-11.8,-5.8
O=C(CCNS(=O)(=O)c1ccccc1)OCC(=O)c1ccc(Br)cc1,25.5,18.2,7.6,4.4,0.3,-11.0,8.3,2.6
CCc1ccc(NC(=O)CCNS(=O)(=O)c2cccs2)cc1,18.4,18.4,-5.3,8.0,-2.0,5.8,3.8,-1.4
COc1ccc2nc(N/C(=N/S(=O)(=O)c3cccs3)c3ccccc3Cl)sc2c1,1.3,15.5,-11.1,-1.5,7.9,5.1,-1.0,-9.8
Cc1c(Cl)cccc1NC(=O)Cn1c(-c2ccc(F)cc2)noc1=O,8.6,-0.7,11.4,-17.0,7.4,18.7,-5.5,-1.1
Cc1ccc(S(=O)(=O)N2CCCC2CNC(=O)C(=O)Nc2ccc(F)cc2)cc1 (stereo unspecified),5.1,17.0,27.1,-1.1,9.2,-6.7,-6.2,0.0
OCCN1CCN(C(=S)NC2CCCC2)CC1,5.7,0.9,-9.2,-4.3,-5.4,9.7,-0.6,4.8
CN1CCN(CCOC2Cc3ccccc3Sc3ccc(Cl)cc32)CC1 (stereo unspecified),2.5,9.0,-11.6,10.0,-12.6,-1.3,-0.8,17.0
O=C(O)COc1ccc(/C=C/C(=O)c2ccc(C3CCCCC3)cc2)cc1,15.9,9.2,9.0,5.4,7.0,-5.5,0.8,-10.3
CO/N=C/c1ccc(N2CCOCC2)c([N+](=O)[O-])c1,-0.2,5.3,13.3,1.7,-4.1,3.1,-6.2,6.5
COc1ccc(NS(=O)(=O)c2c(C)cc(C)cc2C)cc1,-2.1,-11.6,8.7,10.6,1.1,-17.9,4.6,5.4
CC(C)c1ccc(/C=N/n2nnnc2Nc2ccccc2)cc1,0.8,-1.1,8.5,12.7,3.3,18.3,-2.5,-0.4
CCC(NC(=O)Cn1cnc2c(=O)n(C)c(=O)n(C)c21)c1ccccc1 (stereo unspecified),-6.9,-11.9,5.4,-1.6,-6.8,16.6,4.0,8.9
Cc1cccc(NC(=O)Cc2noc3ccccc23)c1,-2.5,9.6,-49.4,-59.4,-7.9,-35.1,2.3,-5.2
COC(=O)C(C)NC(=O)C12CC3CC(C1)CC(c1ccc(C)cc1)(C3)C2 (stereo unspecified),-11.4,7.0,25.4,-2.3,0.9,6.1,13.3,-1.8
COC(=O)CCC(=O)N1CCc2cc(S(=O)(=O)N3CCc4ccccc43)ccc21,-9.5,8.2,-13.5,3.4,2.1,-9.0,2.9,0.0
CC1CN(C(=O)Nc2ccc3snnc3c2)c2ccccc21 (stereo unspecified),-3.3,15.8,-8.7,-14.2,-3.1,-2.2,-4.8,10.5
CCCC(=O)Nc1ccc2c(c1)nc(CCNC(=O)c1ccccc1)n2C,29.3,-2.3,-6.5,-3.5,-4.2,2.2,1.3,-2.2

# Structures above that contain an aryl methoxy group (seven):
SMILES,APJ antagonist,CCR6 antag,Jurkat NFkB inh,Gli-Sufu block,EBI2 block,697 NFkB inh,CXCR6 block,UBC13 polyUb
COc1ccc(C2(C)NC(=O)N(CC(=O)N(c3ccccc3)C3CCS(=O)(=O)C3)C2=O)cc1 (stereo unspecified),7.8,1.9,0.8,3.9,-8.8,0.6,3.2,-9.8
COc1ccc(NC(=O)CN(c2ccc(OC)cc2)S(=O)(=O)c2ccc(OC)c(OC)c2)cc1,5.3,10.8,-0.9,3.8,-6.8,15.9,7.7,0.7
COc1ccc(CN(CC(=O)NCc2ccccc2)C(=O)CCC(=O)Nc2ccccn2)cc1,10.9,-0.3,-15.1,-0.2,-11.3,-0.2,-1.2,-8.5
CCCN1CCC(=O)N([C@H](CSc2ccc(OC)cc2)Cc2ccccc2)CC1,-1.1,8.0,12.7,52.5,-1.5,11.1,3.5,24.7
COc1cccc(CN(C)CCCn2ccc(NC(=O)OCc3ccccc3)nc2=O)c1,.,8.0,.,7.3,-4.4,.,3.3,.
COc1ccc2nc(N/C(=N/S(=O)(=O)c3cccs3)c3ccccc3Cl)sc2c1,1.3,15.5,-11.1,-1.5,7.9,5.1,-1.0,-9.8
COc1ccc(NS(=O)(=O)c2c(C)cc(C)cc2C)cc1,-2.1,-11.6,8.7,10.6,1.1,-17.9,4.6,5.4
